Fh CTSL1 inh = blocks F. hepatica cathepsin L1 in PFM18AAP counter-screen | AID 1906 | inhibition, % at 5.96 µM | actives 0.49% (n = 300,000) | recombinant F. hepatica cathepsin L1, Z-Leu-Arg-MCA fluorescence;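 active means inhibition above the mean of all tested compounds plus 3 SD, set per screening campaign, cut at about 17% in these data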;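 further: 0% = plate median of test compound wells and 100% = 1 µM Z-Phe-Ala-diazomethylketone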
GASC-1 inh = blocks human GASC-1 demethylase activity; AID 2099; GST-JMJD2C(1-420) H3K9me3 demethylation, DELFIA europium; actives 0.069% (n = 330,000); inhibition, % at 2.35 µM;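 active means more than half of a compound's replicate wells show inhibition beyond 50%, single wells judged on their own value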;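 further: signal counts dimethyl H3K9 product captured on neutravidin plate; 0% = median of DMSO wells and 100% = 0.3 times that DMSO median; strong numbers were not always called active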
HCV core dimer = HCV core protein dimerization inhibition | actives 0.33% (n = 300,000) | TR-FRET GST/Flag-core106 dimerization, 1536-well | inhibition, % at 5 µM;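 active means inhibition above the mean of all tested compounds plus 3 SD, set per screening campaign, cut at about 45% in these data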
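assay system = GST-tagged and Flag-tagged HCV core protein residues 1-106 | controls = unlabelled core106 and no-GST-core106 wells | incubation = compound-protein-antibody incubation 4 h at 22.5 °C | probe or stimulus = Eu donor and XL665 acceptor anti-tag antibodies | read-out = % inhibition based on acceptor/donor emission ratio | signal = TR-FRET 671 and 617 nm emission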
GRK2 inh = inhibitors of human GRK2 displacing RNA aptamer; AID 488847; actives 0.59% (n = 330,000); bead flow cytometry, FAM-aptamer displacement from GRK2; P25098; inhibition of aptamer binding, % at 10 µM;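 active means inhibition of aptamer binding above 40%, roughly 3 SD of noise, on plates passing a quality check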;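 further: median bead fluorescence of bound FAM aptamer so fluorescent compounds give negative values; no value below 0 was filed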
proCasp3 act = activates human procaspase-3 | P42574 | recombinant procaspase-3 D3A, Ac-DEVD-pNA absorbance 405 nm | activation, % at 8.5 µM | actives 0.11% (n = 330,000);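 active means activation above the mean of all tested compounds plus 3 SD, cut at about 21% in these data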;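 further: 0% = DMSO alone and 100% = DMSO wells spiked with extra 5 µM PC-3 D3A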
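Assay system: Autoprocessing-dead procaspase-3 D3A mutant enzyme; also added: Ac-DEVD-pNA; doses: one concentration, 8.5 µM nominal, 0.8% DMSO; times: 1 h compound preincubation, 2 h substrate hydrolysis at 25 °C; technique: 405 nm absorbance of p-nitroaniline, reads at 0 and 120 min; measure: % activation between DMSO and enzyme-spiked controls; repeats: single replicate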
VLA-4 inh = inhibition in a human VLA-4 binding assay; AID 2557; actives 0.2% (n = 330,000); VLA-4 expressing cells, ligand binding flow cytometry; inhibition, % (about 7 µM as worked out from the volumes in the protocol); in the data active means inhibition above about 50%
Target sequence (P13612 whole entry, looked up): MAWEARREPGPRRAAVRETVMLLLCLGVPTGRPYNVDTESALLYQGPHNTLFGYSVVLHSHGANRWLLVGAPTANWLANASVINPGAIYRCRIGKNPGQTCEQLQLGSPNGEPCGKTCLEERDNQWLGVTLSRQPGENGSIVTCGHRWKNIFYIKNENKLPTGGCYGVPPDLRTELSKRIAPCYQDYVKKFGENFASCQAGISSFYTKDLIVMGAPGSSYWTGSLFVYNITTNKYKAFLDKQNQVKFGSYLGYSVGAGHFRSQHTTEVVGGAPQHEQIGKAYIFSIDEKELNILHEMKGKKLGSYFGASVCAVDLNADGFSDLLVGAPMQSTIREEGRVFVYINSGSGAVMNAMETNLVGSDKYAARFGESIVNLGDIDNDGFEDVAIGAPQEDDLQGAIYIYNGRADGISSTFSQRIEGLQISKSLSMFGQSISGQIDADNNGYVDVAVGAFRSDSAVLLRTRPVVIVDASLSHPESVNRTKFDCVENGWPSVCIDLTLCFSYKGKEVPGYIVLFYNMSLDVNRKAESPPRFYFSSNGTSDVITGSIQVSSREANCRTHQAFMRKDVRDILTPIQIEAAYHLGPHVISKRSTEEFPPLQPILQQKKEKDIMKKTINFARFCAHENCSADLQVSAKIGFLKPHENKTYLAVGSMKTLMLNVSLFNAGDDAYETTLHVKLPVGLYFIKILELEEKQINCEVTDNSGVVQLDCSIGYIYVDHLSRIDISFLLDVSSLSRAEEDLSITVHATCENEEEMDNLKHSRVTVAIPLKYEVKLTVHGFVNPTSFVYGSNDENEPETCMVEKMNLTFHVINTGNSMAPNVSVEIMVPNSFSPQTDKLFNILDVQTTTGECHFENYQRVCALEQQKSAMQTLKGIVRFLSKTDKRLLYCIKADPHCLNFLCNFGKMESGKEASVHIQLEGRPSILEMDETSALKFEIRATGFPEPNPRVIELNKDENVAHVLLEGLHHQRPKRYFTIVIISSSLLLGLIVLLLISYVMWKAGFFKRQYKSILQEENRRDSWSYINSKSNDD
procasp7 counter = counter-screen for procaspase-3 activators: activators of human procaspase-7; P55210; recombinant procaspase-7, Ac-DEVD-pNA absorbance 405 nm; D23A/D198A/D206A triple mutant, cannot self-cleave; scale: DMSO 0, 5 µM enzyme 100; activation, % at 8.5 µM; actives 0.093% (n = 330,000);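 active means percent activation above the screen-wide mean plus 3 SD, cut at about 25% in these data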
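Assay system: Uncleavable procaspase-7 mutant enzyme / Input: 2 µM procaspase-7 mutant as dispensed / Dosing: single nominal 8.5 µM compound dose, 0.8% DMSO final / Timing: 1 h enzyme–compound preincubation and 2 h substrate reaction, both 25 °C / Detection: p-Nitroaniline absorbance at 405 nm, read at 0 and 120 min / Replication: singlicate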
PP5 inh = inhibitors of human protein phosphatase 5 (PP5); actives 0.18% (n = 320,000); inhibition, % at 6.7 µM; purified PP5c, OMFP substrate fluorescence;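 active means inhibition above the campaign's mean inhibition across all tested compounds plus 3 SD, cut at about 9.5% in these data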;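 further: 0% = DMSO only and 100% = 100 µM cantharidin control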
PP1 inh = counter-screen for PP5 inhibitors: inhibitors of human PP1-alpha | purified PP1alpha, OMFP fluorescence | actives 0.9% (n = 320,000) | inhibition, % at 6.7 µM;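 active means inhibition above the mean inhibition of all tested compounds plus 3 SD, computed separately for each screening campaign, cut at about 15% in these data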
* = called active by the depositor; / = not tested or not shown.

Values run as follows: Fh CTSL1 inh	GASC-1 inh	HCV core dimer	GRK2 inh	proCasp3 act	VLA-4 inh	procasp7 counter	PP5 inh	PP1 inh
CN(Cc1ccccc1)S(=O)(=O)c1ccc(Cl)c(C(=O)O)c1
 : 2	-11	-5	6	6	-7	3	0.1	1
CC(C(=O)NCCc1ccccc1)N1c2cccc3cccc(c23)S1(=O)=O (configuration not stated)
 : 1	-4	7	0	7	12	16	-0.6	0
Cc1nc(C(=O)NCc2ccccc2)sc1C1(C)CC(c2ccccc2)=NO1 (configuration not stated)
 : 0	-22	3	2	8	15	1	3.7	3
CCC(Sc1nnc(C)s1)C(=O)Nc1nccs1 (configuration not stated)
 : -3	-6	-3	0	14	-1	12	2.0	-3
COc1ccc(CNc2nc3c(c(=O)[nH]c(=O)n3C)n2Cc2ccccc2C)cc1
 : -1	-4	2	0	0	-10	4	-0.3	2
CCc1ccc(N(C(=O)c2csnn2)C(C(=O)NC2CCCCC2)c2ccncc2)cc1 (configuration not stated)
 : 0	-9	-7	1	2	2	-4	1.6	1
C[C@H]1CN([C@@H](C)CO)C(=O)c2cccc(NC(=O)c3ccncc3)c2O[C@H]1CN(C)C(=O)Nc1ccccc1
 : /	-3	/	0	-1	16	0	/	/
CCC(CO)Oc1cc(NC(=O)c2ccccc2)c2ncn(C(C)C)c2c1 (configuration not stated)
 : /	5	/	3	1	11	9	3.6	-2
Cc1ccc2nc(/C(C#N)=C\c3cc(O)ccc3[N+](=O)[O-])[nH]c2c1
 : 0	10	-1	2	-10	-5	-16	-1.6	-1
Cc1ccc2nc(SCC3CCCCO3)[nH]c2c1 (configuration not stated)
 : 0	-2	-1	11	3	8	2	0.6	0
Cc1oc(CN2CCOCC2)cc1C(=O)O
 : 0	7	0	1	7	17	2	1.0	-4
CN(C)C(=O)c1cn(-c2ccccc2)c(=O)c2ccccc12
 : 0	-4	-2	0	-3	10	6	3.8	1
CNC(=O)[C@H](C)[C@@H]1C[C@@]1(C)[C@@H](NC(=O)OCc1ccccc1)c1ccccc1
 : 18*	-6	-11	0	-1	-23	-1	2.9	2
CCCCS(=O)(=O)Nc1ccc2ncn(C)c(=O)c2c1
 : 0	1	5	0	-2	11	11	-2.2	-4
COc1ccc(/C=C/C(=O)NCC2COc3ccccc3O2)cc1OC (configuration not stated)
 : -2	9	-5	0	3	9	11	4.0	0
CC(=O)N1c2ccc(S(=O)(=O)N3c4ccccc4CC3C)cc2CC1C (configuration not stated)
 : -3	-5	3	0	3	0	12	-0.1	2
CCCCCn1nc(C)c2c(C)cc(=O)[nH]c21
 : 0	10	-1	4	-11	-5	8	0.5	-4
Cn1nnc(NC(=S)NC(=O)Cc2ccccc2)n1
 : -1	-20	-2	0	6	6	2	1.8	-4
COc1ccc(-c2c(C)nn3c(NC4CCCC4)cc(C)nc23)cc1OC
 : 1	2	-7	0	-2	-8	-7	3.5	4
O=C1c2ccc([N+](=O)[O-])cc2C(=O)N1c1c[nH]c(=O)[nH]c1=O
 : 0	-37	-3	0	-6	8	3	0.2	0
CC(C)N(CC#CC(O)(c1ccccc1)c1ccccc1)C(C)C
 : 0	-9	1	1	-2	17	2	-1.4	-4
CS(=O)(=O)N(CCc1ccccc1)CC(=O)N1CCc2ccccc2C1
 : 0	-9	1	1	4	14	1	-0.1	-1
O=C(CNC(=O)OCc1ccccc1)NCC(=O)N1CCCC1C(=O)OCc1ccccc1 (configuration not stated)
 : -4	-3	-1	2	3	-17	13	2.5	-4
CCc1ccc(Nc2nnc(SCC(=O)NCCN3C(=O)CSC3=O)s2)cc1
 : 1	-8	8	0	-2	2	2	2.2	-2
Cn1ccsc1=NC(=O)c1cccc(C#N)c1
 : -2	4	-15	2	2	0	-2	-3.1	4
CNc1nc(Oc2ccc(C(=O)OC)cc2)nc(SC)n1
 : -1	1	0	0	1	-10	6	0.2	1
COC(=O)c1sccc1NC(=S)Nc1ccccc1
 : 7	-18	-3	5	11	3	-12	0.9	2
CCOC(=O)C1C(=O)NC(N2CCN(Cc3ccccc3)CC2)=NC1c1ccccc1 (configuration not stated)
 : -5	-2	0	0	-4	14	3	3.8	1
Cc1cc(C)c(S(=O)(=O)N(C)CC(=O)NCCCn2ccnc2)c(C)c1
 : -5	4	-2	0	2	0	5	0.6	-1
COCCCn1c(C)nnc1SCc1ccc(C(C)(C)C)cc1
 : -5	-15	5	3	5	2	2	-0.1	-4
Cc1ccccc1-c1nn(-c2ccc(F)cc2F)cc1CNCCN(C)C
 : 4	-3	-5	0	1	7	10	2.0	-1
O=c1cc(CO)oc(C(Nc2ccccn2)c2ccc(F)cc2)c1O (configuration not stated)
 : -2	-32	-3	0	3	22	-1	-1.1	-1
N#Cc1ccccc1N=C1CCCN1Cc1ccccc1
 : 1	-1	10	0	3	-3	7	0.3	8
CN(Cc1ccccc1)Cc1nc2c(c(=O)n(C)c(=O)n2C)n1Cc1ccccc1Cl
 : -2	19	4	0	3	4	-3	0.3	-1
Cc1c(/C(O)=C2\C(=O)C(=O)N(CCN(C)C)C2c2ccccc2)cnn1-c1ccccc1 (configuration not stated)
 : 2	0	6	6	-1	3	5	0.0	-3
COc1ccc(OCC(=O)N2CCN(c3nnc(-c4ccc(C)cc4)c4ccccc34)CC2)cc1
 : 3	4	11	54*	-4	-6	6	1.5	7
COc1ccc(OCC(O)CN(C)C(=O)C(C)Oc2ccccc2)cc1 (configuration not stated)
 : -4	-10	1	0	0	4	0	-0.9	-3
COCC(=O)Nc1ccccc1NC(C)=O
 : -1	5	-3	3	10	4	7	1.4	-2
Cc1ccc(C)c(OCCCCn2cnc3ccccc3c2=O)c1
 : -1	-9	-3	0	4	/	2	2.0	-2
O=C(Oc1ccccc1C(=O)Nc1ccccc1)c1ccc(Br)c([N+](=O)[O-])c1
 : 6	-2	-1	5	-2	-6	4	0.8	1
O=C1C(Cc2ccccc2)C(c2ccccc2)N1c1ccccc1 (configuration not stated)
 : 10	1	7	3	-8	-11	-3	1.1	-5
O=C1C[C@H](NC(=O)OCc2ccccc2)CO1
 : /	21	/	0	-3	21	6	2.3	0
CC(C)NC(=O)COC(=O)c1ccc(Cl)c(S(=O)(=O)N2CCCC2)c1
 : -26	-2	-4	8	16	7	2	3.9	0
COC(=O)[C@]1(C)N[C@H](CN(C)S(=O)(=O)c2ccc(C(C)(C)C)cc2)[C@@H]2C(=O)N(C)C(=O)[C@@H]21
 : /	/	/	0	4	17	3	/	/
Cc1nn(Cc2ccccc2)c2c1C(c1ccco1)C(C#N)=C(N)O2 (configuration not stated)
 : 1	-3	2	0	2	30	-5	0.7	1
COc1ccc(NCc2ccsc2)cc1
 : 5	13	0	0	7	-3	-5	-0.3	1
O=[N+]([O-])c1ccc(N/N=C\c2ccccc2OCc2ccccc2)cc1
 : 3	3	2	0	-29	-42	-36	1.5	0
c1ccc(-c2nnc(-c3ccccc3)c(-c3c[nH]c4ccccc34)n2)cc1
 : -3	23	19	0	0	-20	-10	-0.2	0
Cc1ccc(C2c3sc(=O)[nH]c3SC3C4CC(C5C(=O)N(C(C)C(=O)O)C(=O)C45)C23)cc1 (configuration not stated)
 : -1	13	-2	4	-11	-3	-28	2.0	1
O=C(CSc1ccc(-c2ccccn2)nn1)Nc1nccs1
 : -13	18	2	1	-2	10	3	2.4	0
O=[n+]1c2c(n([O-])c3cc(Br)ccc31)CCCC2
 : 5	0	-3	3	-5	-3	-7	-2.1	-2
O=C(CN1C(=O)NC(CCc2ccccc2)C1=O)Nc1ccc(F)c(F)c1F (configuration not stated)
 : /	/	/	3	2	14	-8	/	/
CCOC(=O)c1c(C)[nH]c(C(=O)C(C)OC(=O)c2cccc(OCc3c(C)noc3C)c2)c1C (configuration not stated)
 : -11	20	16	0	2	2	4	5.4	1
CN(C)C(=O)OCC1COc2ccccc2O1 (configuration not stated)
 : 0	4	-3	4	-2	0	-7	1.4	4
O=C(/C=C/c1ccco1)Nc1ccccc1N1CCOCC1
 : 2	3	4	6	-2	8	-6	0.9	2
COc1ccc(C(=O)NC(C(=O)NCC2CCCO2)C(C)C)cc1 (configuration not stated)
 : 0	-12	-3	3	3	-2	5	0.0	1
C=CCNc1nc2c(c(=O)n(C)c(=O)n2C)n1CC
 : -1	3	-27	0	-3	2	5	0.7	0
COc1ccc(S(=O)(=O)CCC(=O)Nc2c(C)cccc2C)cc1
 : -3	-2	-9	6	3	-1	1	1.8	-1
CCN(CC)S(=O)(=O)c1ccc(NC2CCN(Cc3ccccc3)CC2)nc1
 : -8	-1	-3	0	-2	16	-8	2.0	1
Cc1ccc(S(=O)(=O)N2CCN(C(=O)COC(=O)CNC(=O)c3ccc(Cl)cc3Cl)CC2)cc1
 : -1	3	-6	3	-6	4	-1	-1.7	6

(continued)
Values run as follows: Fh CTSL1 inh	GASC-1 inh	HCV core dimer	GRK2 inh	proCasp3 act	VLA-4 inh	procasp7 counter	PP5 inh	PP1 inh
COCCN(C(=O)CCc1ccccc1OC)c1nnc(-c2cccnc2)s1
 : 6	-16	-2	1	6	3	-6	0.4	2
CCn1c(=O)c2cc(C(=O)N(C)c3cc(C)ccc3OC)sc2c2ccccc21
 : 1	-13	10	1	3	-6	-4	0.2	-4
Cc1nc(NC(=O)COC(=O)c2ccc(S(=O)(=O)N3CCc4ccccc4C3)cc2)c(Cl)cc1Cl
 : -1	-2	18	0	2	14	8	5.4	-2
O=C(CSC1=NS(=O)(=O)c2cc(Cl)ccc2N1)NCc1ccc(F)cc1
 : 3	6	2	4	-1	-16	1	0.0	-2
CCc1nc(SCC(=O)NCc2ccc(F)cc2)c2c(=O)n(C)c(=O)n(C)c2n1
 : 1	10	16	2	2	0	7	-1.4	-6
CCOC(=O)C1(CCOC)CCN(C2C3CC4CC(C3)CC2C4)CC1 (configuration not stated)
 : -2	6	-4	0	-6	0	1	1.2	-4
COC(=O)c1ccccc1NC(=O)Cc1nc(-c2ccccc2)sc1-c1ccc(C)cc1
 : 1	5	-146	3	-4	0	-6	-1.2	3

Profiles, looked up by structure. Order of values: Fh CTSL1 inh	GASC-1 inh	HCV core dimer	GRK2 inh	proCasp3 act	VLA-4 inh	procasp7 counter	PP5 inh	PP1 inh
CCn1c(=O)c2cc(C(=O)N(C)c3cc(C)ccc3OC)sc2c2ccccc21 in the list: 1	-13	10	1	3	-6	-4	0.2	-4
O=C(CSC1=NS(=O)(=O)c2cc(Cl)ccc2N1)NCc1ccc(F)cc1 in the list: 3	6	2	4	-1	-16	1	0.0	-2
COC(=O)c1ccccc1NC(=O)Cc1nc(-c2ccccc2)sc1-c1ccc(C)cc1 in the list: 1	5	-146	3	-4	0	-6	-1.2	3
CCOC(=O)C1(CCOC)CCN(C2C3CC4CC(C3)CC2C4)CC1 (configuration not stated) in the list: -2	6	-4	0	-6	0	1	1.2	-4
COCCN(C(=O)CCc1ccccc1OC)c1nnc(-c2cccnc2)s1 in the list: 6	-16	-2	1	6	3	-6	0.4	2
